Bioassay records deposited in PubChem BioAssay by Broad Institute.
PvdQ inh – P. aeruginosa PvdQ acylase inhibitors, primary screen, biochemical, fluorescence, plate reader and imaging, single point; PvdQ acylase [Pseudomonas aeruginosa LESB58]; purified PvdQ acylase; inhibition, % at 10 µM; hit rate 0.063% among 340,000; AID 488965, 2010; in the data active = inhibition above about 30%, passing the limit was not always enough;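 also: 0% = vehicle neutral wells and 100% = reference inhibitor wells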
NSD2 inh – NSD2 histone methyltransferase inhibitors, primary screen, biochemical, AlphaScreen, single concentration, set 2 | hit rate 0.54% among 310,000 | AID 743445, 2014 | inhibition, % at 12.5 µM | Histone-lysine N-methyltransferase NSD2 (Homo sapiens), O96028 | NSD2 peptide methylation, 120 min; in the data active = inhibition above about 50%
CAL PDZ FP-1 – CAL PDZ peptide-binding inhibitors, primary screen, biochemical, fluorescence polarization, Cer-tagged CAL PDZ, HTS; Golgi-associated PDZ and coiled-coil motif-containing protein (Homo sapiens), Q9HD26; AID 504414, 2011; hit rate 0.02% among 330,000; inhibition, % at 20 µM; purified CAL PDZ, TMR-peptide fluorescence polarization, 1 h;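 active = highest replicate inhibition of at least 40%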;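 also: plate controls were DMSO neutral control wells for no effect and unlabeled competitor peptide control wells for full effect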
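material = purified tagged CAL PDZ domain construct (CerCALP) | compound dosing = 20 µM, one dose | times = 1 h at RT | measured by = fluorescence polarization from S- and P-plane intensities, G-factor corrected | read-out = inhibition from polarization loss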
SR-BI uptake up – activators of SR-BI mediated DiI-HDL uptake, primary screen, ldlA[mSR-BI] CHO cells, DiI fluorescence; 3 h; 100 = double the neutral-control signal; activation, % at 12.5 µM; hit rate 0.096% among 320,000; AID 504775, 2011;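 active = mean replicate activation of at least 60% and every replicate at or above 60%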;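 also: 0% = median plate neutral-control signal and 100% = twice that signal; values of inactives mirror those of a sister screen read the other way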
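Assay system: CHO ldlA[mSR-BI] cells, LDL receptor-null, SR-BI overexpressing; medium: Ham's F12 with 0.5% BSA, HEPES 25 mM, pH 7.4; also added: DiI-HDL 10 µg/mL; timing: 3 h uptake period with compound, 37 °C; signal: DiI fluorescence, bottom read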
MITF TRPM1 HTS – activators of MITF-driven TRPM1 promoter reporter, primary screen, cell-based, SK-MEL-5, luciferase, single point. SK-MEL-5 TRPM1-promoter luciferase, 24 h; % of positive control, neutral wells = 0. AID 588334, 2011. hit rate 0.75% among 300,000. activation, % at 12.5 µM;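 active = mean activation of at least 80% with every replicate also reaching 80%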;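 also: 0% = neutral control wells and 100% = parthenolide positive control wells; values of inactives mirror those of a sister screen read the other way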
CAL PDZ FP-2 – untagged CAL PDZ binding inhibitors, primary screen, biochemical, fluorescence polarization, HTS | Golgi-associated PDZ and coiled-coil motif-containing protein (Homo sapiens), Q9HD26 | purified CAL PDZ, TMR-peptide fluorescence polarization, 1 h | inhibition, % at 24.9 µM | hit rate 0.92% among 300,000 | AID 602252, 2012;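 active = mean inhibition of at least 30% with at least half of replicates also reaching 30%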;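 also: 0% = DMSO neutral control and 100% = excess unlabeled competitor peptide PRC23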
SR-BI DiI inh – inhibitors of SR-BI mediated HDL lipid uptake, primary screen, ldlA[mSR-BI] cells, fluorescence, single point. ldlA[mSR-BI] CHO cells, DiI-HDL uptake fluorescence, 3 h. Scavenger receptor class B member 1 (Mus musculus), Q61009. inhibition, % at 12.5 µM. hit rate 0.96% among 320,000;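 active = mean replicate inhibition of at least 70% and a set share of replicates each scoring 70 or more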;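 also: 0% = median of neutral control wells and 100% = median of positive control wells; values of inactives mirror those of a sister screen read the other way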
Target sequence (Q61009 whole entry, looked up): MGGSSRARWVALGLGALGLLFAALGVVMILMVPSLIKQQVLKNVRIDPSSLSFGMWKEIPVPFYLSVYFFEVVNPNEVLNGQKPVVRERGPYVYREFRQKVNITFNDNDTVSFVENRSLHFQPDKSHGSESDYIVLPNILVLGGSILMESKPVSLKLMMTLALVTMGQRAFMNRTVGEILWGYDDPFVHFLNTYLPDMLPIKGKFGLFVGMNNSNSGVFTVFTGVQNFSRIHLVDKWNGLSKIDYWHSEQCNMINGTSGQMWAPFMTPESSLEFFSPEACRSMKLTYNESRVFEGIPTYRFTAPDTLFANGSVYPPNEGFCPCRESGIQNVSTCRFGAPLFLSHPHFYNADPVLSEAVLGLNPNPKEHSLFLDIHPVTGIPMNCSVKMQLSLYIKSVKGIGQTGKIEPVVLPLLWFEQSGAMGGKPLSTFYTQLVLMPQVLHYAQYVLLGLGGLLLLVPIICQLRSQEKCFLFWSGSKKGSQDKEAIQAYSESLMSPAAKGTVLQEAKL
Rtt109 Vps75 – inhibitors of C. albicans Rtt109/Vps75 HAT, primary screen, biochemical, ThioGlo CoA-SH fluorescence, plate reader. Histone acetyltransferase RTT109 (Candida albicans (strain SC5314 / ATCC MYA-2876)), …. purified Rtt109/Vps75, 4 h. inhibition, % at 34.9 µM. hit rate 0.16% among 330,000;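 active = inhibition of at least 50% in every replicate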
Target sequence (Q5AAJ8 whole entry, looked up): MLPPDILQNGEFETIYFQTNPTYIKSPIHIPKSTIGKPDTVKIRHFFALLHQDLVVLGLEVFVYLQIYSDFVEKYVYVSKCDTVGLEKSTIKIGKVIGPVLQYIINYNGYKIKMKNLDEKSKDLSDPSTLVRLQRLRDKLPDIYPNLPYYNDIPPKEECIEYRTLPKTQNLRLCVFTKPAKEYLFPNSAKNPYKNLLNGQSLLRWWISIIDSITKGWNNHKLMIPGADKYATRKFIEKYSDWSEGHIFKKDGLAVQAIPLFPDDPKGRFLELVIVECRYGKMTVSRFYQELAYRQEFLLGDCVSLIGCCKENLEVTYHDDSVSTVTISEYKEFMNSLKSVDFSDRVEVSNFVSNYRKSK
PfHsp90 set2 – growth inhibition of PfHsp90-expressing yeast, primary screen, antimalarial PfHsp90 inhibitor project, S. cerevisiae, BacTiter-Glo luminescence, single point, set 2; BacTiter-Glo ATP, 48 h; yeast lacking PDR1 and PDR3 efflux regulators; inhibition, % at 9.4 µM; hit rate 0.32% among 310,000;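 active = every replicate shows inhibition above about 80%, whatever the replicate mean, limit read from the data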;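 also: 0% = DMSO neutral controls and 100% = 20 µM radicicol positive controls; yeast relying on Plasmodium falciparum Hsp90 in place of its own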
dFosB activator – activators of delta FosB homodimer, primary screen, biochemical, fluorescence polarization, TAMRA-CDK5 oligo, single point; activation, % at 25 µM; purified delta FosB; percent of positive-control signal above neutral wells; hit rate 0.99% among 340,000;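 active = mean activation above about 17%, with every replicate also reaching it, limit read from the data, passing the limit was not always enough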;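 also: fluorescence polarization rise as delta FosB binds a TAMRA Cdk5 AP-1 oligo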
The depositor's hits bear a star; nt = not tested or not shown.

SMILES | PvdQ inh | NSD2 inh | CAL PDZ FP-1 | SR-BI uptake up | MITF TRPM1 HTS | CAL PDZ FP-2 | SR-BI DiI inh | Rtt109 Vps75 | PfHsp90 set2 | dFosB activator
O=C(Nc1nccs1)C(Cl)(Cl)Cl | 0 | -6 | -1.3 | 21 | 2 | -3 | -21 | -2 | 27 | 2
O=C(N/N=C/c1c(O)n(CCc2ccccc2)c(=O)[nH]c1=O)c1ccccc1O | 3 | -25 | -4.0 | nt | 3 | -2 | nt | -13 | -23 | -14
Cc1cccc(-n2c(O)c(C=NCc3cccnc3)c(=O)[nH]c2=O)c1C | -26 | 4 | -0.1 | 2 | 2 | -5 | -2 | 5 | 14 | 0
COc1ccccc1CN1CCN(C(=O)COc2ccccc2)CC1 | 9 | -4 | -1.1 | -12 | -5 | 4 | 12 | 8 | 3 | -7
Cc1ccccc1-n1c(O)c(C=Nc2ccc(N(C)C)cc2)c(=O)[nH]c1=O | -6 | 3 | 0.0 | 1 | nt | -3 | -1 | -12 | 9 | 1
CCCCC(C)C(OC(=O)CC(CC(=O)O)C(=O)O)C(CC(C)CC(O)CCCCC(O)CC(O)C(C)N)OC(=O)CC(CC(=O)O)C(=O)O (centres undefined) | 8 | nt | 0.7 | 15 | -4 | 1 | -15 | 22 | -11 | -11
Cc1cc(N(CCCl)CCCl)ccc1C=Cc1ccncn1 | -8 | 3 | -0.3 | -76 | 7 | -3 | 76* | -4 | nt | -8
CCOc1ccc(-n2c(-c3ccoc3)nc3ccccc3c2=O)cc1 | -3 | 8 | 0.2 | -16 | 6 | nt | 16 | 0 | 26 | -4
O=C1NC(=O)C(=Cc2ccccc2[N+](=O)[O-])C(=O)N1 | -8 | -1 | -0.5 | 4 | -13 | -3 | -4 | -6 | -12 | -10
CN1CC(Br)C(=O)NC1=O (centres undefined) | -15 | -1 | 0.0 | 13 | -14 | 0 | -13 | 2 | 8 | -7
O=C(c1ccccc1F)c1cn(Cc2ccc(F)cc2)c2ccccc12 | -7 | -3 | 1.0 | -62 | 2 | -3 | 62 | -1 | 27 | -6
C/C(=N\NP(=S)(c1ccccc1)c1ccccc1)c1ccc(O)cc1O | -1 | -1 | -1.7 | -7 | 11 | 0 | 7 | 0 | -10 | 3
Cc1cc(O)c(CN2CC=C(c3ccccc3)CC2)cc1C(C)C | 5 | -7 | -2.0 | nt | 1 | -1 | nt | 10 | 8 | 8
Fc1ccc2c(c1)nnn2C1CCN(Cc2c(Cl)cccc2Cl)CC1 | -12 | 0 | nt | -21 | -1 | -3 | 21 | -1 | 1 | -7
Cc1cc(OCC(=O)N2CCC(C(=O)O)CC2)c2c3c(c(=O)oc2c1)CCCC3 | -16 | nt | 0.1 | -17 | 2 | 5 | 17 | -5 | 8 | -10
C=C1C(=O)OC2C1CCC(C)C1(O)C=CC(=O)C21C (centres undefined) | -23 | nt | -0.2 | 18 | -73 | 2 | -18 | 3 | -3 | -5
O=C(NC1(C(F)(F)F)Oc2ccccc2O1)N1CCC2(CC1)OCCO2 | -15 | 2 | -0.8 | 8 | 2 | -5 | -8 | -1 | nt | 3
OC(c1ccccc1)(c1ccccc1)C1CCNCC1 | -9 | nt | -0.6 | 3 | 7 | -3 | 38 | 13 | 16 | -2
CC(C)C(=O)c1cn(Cc2ccc(C#N)cc2)c2ccccc12 | 5 | 2 | -1.0 | -11 | -2 | -2 | 11 | -4 | 16 | -7
COc1ccc2c(c1)CC1(CN2C)C(=O)NC(=O)N(c2ccc(C)cc2)C1=O (centres undefined) | 0 | 4 | nt | 22 | -21 | 2 | -22 | -2 | -27 | -8

The final 5 compounds of the section before open the next one.
SMILES | PvdQ inh | NSD2 inh | CAL PDZ FP-1 | SR-BI uptake up | MITF TRPM1 HTS | CAL PDZ FP-2 | SR-BI DiI inh | Rtt109 Vps75 | PfHsp90 set2 | dFosB activator
C=C1C(=O)OC2C1CCC(C)C1(O)C=CC(=O)C21C (centres undefined) | -23 | nt | -0.2 | 18 | -73 | 2 | -18 | 3 | -3 | -5
O=C(NC1(C(F)(F)F)Oc2ccccc2O1)N1CCC2(CC1)OCCO2 | -15 | 2 | -0.8 | 8 | 2 | -5 | -8 | -1 | nt | 3
OC(c1ccccc1)(c1ccccc1)C1CCNCC1 | -9 | nt | -0.6 | 3 | 7 | -3 | 38 | 13 | 16 | -2
CC(C)C(=O)c1cn(Cc2ccc(C#N)cc2)c2ccccc12 | 5 | 2 | -1.0 | -11 | -2 | -2 | 11 | -4 | 16 | -7
COc1ccc2c(c1)CC1(CN2C)C(=O)NC(=O)N(c2ccc(C)cc2)C1=O (centres undefined) | 0 | 4 | nt | 22 | -21 | 2 | -22 | -2 | -27 | -8
CCOc1ccc(C(C)=O)cc1Cn1ccsc1=N | -13 | 3 | -3.0 | 11 | nt | -3 | -11 | 1 | 31 | -3
S=c1[nH]c2ccccc2[nH]1 | 1 | -1 | -1.7 | 4 | 7 | 0 | -4 | -16 | -7 | -8
CN(C)c1ccc([P+](=O)c2ccc(N(C)C)cc2)cc1 | -6 | 4 | -0.1 | 4 | -2 | 2 | -4 | 15 | 14 | -8
COc1ccc(C(=O)Oc2cccc3cccnc23)cc1S(=O)(=O)N1CCOCC1 | -19 | -2 | 18 | -4 | -5 | -5 | 4 | -2 | nt | 7
O=C(C1CC(=O)N(C2CCCC2)C1)N1CCC2(CC1)OCCO2 (centres undefined) | -6 | -3 | -1.6 | 28 | 8 | 6 | -28 | 6 | -26 | -4
COc1ccc(CN2C(=O)NC(=O)/C(=C/c3ccc(OC)c(OC)c3OC)C2=O)cc1 | -5 | 3 | 0.8 | 380* | nt | -1 | -380 | 0 | 7 | -1
O=C(/C=C/c1ccccc1)c1c(O)n(CCc2ccccc2)c(=O)[nH]c1=O | -11 | -2 | -2.0 | 6 | -34 | -3 | -6 | -16 | -62 | 0
COc1ccccc1N1CCN(CCc2c[nH]c3cc4c(cc23)OCO4)CC1 | -2 | 20 | -1.0 | -11 | -16 | -10 | 11 | 9 | 36 | -4
CCOc1cc(C)cc2oc(=O)c3c(c12)CCCC3 | 5 | 2 | 0.4 | -27 | -4 | -1 | 27 | 9 | -16 | 0
CC(=O)N1CN(C(C)=O)CN(C(C)=O)C1 | 0 | -4 | -1.6 | 27 | -4 | 3 | -27 | 20 | -8 | -3
CC(C)(C)c1ccc(C(=O)C2CCCN(C3CCC3)C2)cc1 (centres undefined) | -11 | 5 | -0.1 | 9 | 3 | nt | -9 | -8 | -15 | -7
N[C@@H](Cc1c[nH]c2ccccc12)c1nnc(SCc2ccccc2)o1 | -4 | nt | -2.4 | -1 | 4 | 3 | 1 | 8 | 5 | -5
CCCC[N+]12CCC(CC1)C(C(=O)c1cccs1)C2 (centres undefined) | -9 | 5 | 1.2 | 14 | -1 | -1 | -14 | 1 | 7 | 0
O=C1NC(=O)N(c2ccccc2)C(=O)/C1=C\C=C\c1ccccc1 | -5 | 47 | -1.7 | 2 | nt | nt | -2 | 7 | -5 | -7
O=C1/C(=C/c2cccnc2)N2CCC1CC2 | -13 | 3 | -2.4 | nt | -11 | -5 | nt | 2 | 15 | -3
C=CCn1c(O)c(C=Nc2ccc(N(CC)CC)cc2)c(=O)[nH]c1=O | 5 | 0 | -1.0 | -9 | -6 | -2 | 9 | 4 | 8 | 1
O=C(CNC(=O)c1ccccc1Cl)Nc1ccc(Br)cc1C(=O)c1ccccc1 | -7 | 1 | -0.8 | -8 | -4 | -5 | 8 | 4 | -10 | 5
COc1ccc(CN2CCCC(C(=O)c3sccc3C)C2)cc1O (centres undefined) | -8 | 1 | -2.7 | 17 | -2 | -4 | -17 | -7 | 27 | 6
CC1(C)Cc2c(C#N)c(N3CCNCC3)nc(-c3ccco3)c2CS1 | -3 | 5 | -0.9 | -39 | nt | nt | 39 | 5 | 12 | 8
[N-]=[N+]=CC(=O)OC[C@H](N)C(=O)O | -20 | nt | -0.1 | 15 | 4 | -2 | 2 | -6 | 0 | -7
C#C[C@]1(O)CCC2C3C(=O)C=C4C(Cl)=CCC[C@]4(C)C3CC[C@@]21C (some centres undefined) | -5 | 2 | -0.7 | -8 | 4 | 3 | 8 | 0 | -2 | -14
Cc1cccc(N2C(=O)NC(=O)/C(=C/c3cc4c(cc3[N+](=O)[O-])OCO4)C2=O)c1 | 0 | 43 | -0.7 | 11 | 6 | 1 | -11 | 1 | -8 | 2
CC1CCC2C(C)C(=O)OC3OC4(C)CCC1C32OO4 (centres undefined) | -13 | -3 | -0.4 | nt | -9 | -4 | nt | -18 | -6 | 5
COc1ccccc1N1C(=O)CC(=O)NC1=O | -3 | 2 | 0.2 | 19 | -3 | nt | -19 | 6 | 15 | -10
N#Cc1c(/N=C/c2c(O)n(Cc3ccco3)c(=O)[nH]c2=O)sc2c1CCCC2 | 21 | 25 | -1.7 | 12 | 15 | -3 | -12 | 0 | 8 | -11
COCCNC(=O)N1[C@H]2CC[C@@H]1C(C(=O)OC)=C(c1cccc(C#N)c1)C2 | -16 | nt | -0.9 | 2 | 2 | -1 | -2 | 7 | -10 | 6
CCOC(=O)c1ccccc1C(=O)OCC | -8 | nt | -0.7 | -7 | -10 | -4 | 7 | -4 | -3 | -1
O=C(COc1ccccc1)N1CCN(CC(O)COc2ccccc2)CC1 (centres undefined) | 4 | 2 | -0.9 | 19 | 10 | -2 | -19 | -2 | 20 | 0
COc1cc2c3c(c1OC)-c1cc(O)ccc1CC3NCC2 (centres undefined) | -6 | 0 | -0.6 | 15 | 0 | -4 | -15 | -2 | -2 | -11
COCCN1Cc2cc(=O)n3c([nH]c4ccccc43)c2C1=N | -57 | -2 | 1.9 | 1 | 29 | -1 | -1 | -7 | -34 | -5
CCN1C[C@]2(C)CC[C@H](OC)[C@]34C2[C@H](OC(C)=O)[C@@]2(OCO[C@@]25C[C@H](OC)[C@H]2C[C@]3(O)C5[C@H]2OC)[C@@H]14 | 6 | -3 | 0.3 | -3 | -4 | -3 | 3 | 5 | 13 | -7
CCCCn1c(O)c(C(CC)=NCCN2CCCCC2)c(=O)[nH]c1=O | -7 | 4 | -0.7 | 9 | 9 | 3 | -9 | 13 | -4 | -9

An excerpt, so the mix of outcomes need not match the whole.
